L929 necroptosis = L929 zVAD cell death inhibition | 220,000 tested, 0.38% active | AID 1377 | viability rescue, % at 10 µM | L929 zVAD necroptosis rescue, ATP luminescence, 24 h; with zVAD 60 µM;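 active = activation, scaled between plate controls, above about 75%, limit read from the data; inactive = activation under that limit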;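 also: 0% = zVAD with DMSO and 100% = DMSO alone without zVAD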
eIF4E-4G inh = blocks eIF4E binding to eIF4G; P63073+Q04637; TR-FRET eIF4E-eIF4GI(517-606) binding, 2 h; inhibition, % at 21.7 µM; 220,000 tested, 0.37% active; AID 782;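 active = inhibition above about 30%, limit read from the data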;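 also: 0% = full FRET control wells and 100% = background wells lacking eIF4GI fragment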
Cl transport mod = modulators of human KCC2 chloride dependent transport; KCC2 cells, thallium flux FluoZin-2 fluorescence; B-score of Tl+ flux slope (higher = more flux/activation; lower = inhibition) at 10 µM; 190,000 tested, 2.2% active; AID 1456;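 active = thallium flux slope and its plate-corrected score both differing from the plate sample mean at a set confidence after two filtering rounds, in either direction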;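 also: slope of fluorescence scaled to starting intensity during 10 to 20 s after thallium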
Rad51 HR inh = Rad51 (human) homologous recombination inhibition; Q06609; hRad51 DNA strand exchange, fluorescence dequenching; inhibition, % at 10 µM; 200,000 tested, 0.085% active; AID 1385;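 active = inhibition above 40% at the single screening dose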;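 also: 0% = DMSO control wells and 100% = blanks with heterologous ssDNA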
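System: human Rad51 nucleoprotein filaments preassembled on unlabelled ssDNA. Reagent: labelled 47-mer dsDNA for strand exchange. Schedule: 30-min compound preincubation and 15-min exchange, both room temperature. Measured by: FRET fluorescence dequenching, excitation 485 nm, emission 520 nm. Read-out: Fluorescence-based percent inhibition, control- and blank-normalised. Benchmarks: plate controls and plate blanks.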
Mdm2 ligase inh = inhibitors of human Mdm2 E3 ubiquitin ligase; Q00987; cell-based MDM2 ubiquitination luciferase reporter, 2 h; 0 = plate control, 100 = twice control, blank-subtracted; signal enhancement, % at 5 µM; 210,000 tested, 0.11% active; AID 1230;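 active = signal enhancement of 30% or more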;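 also: luminescence tracks abundance of the self-degrading MDM2-luciferase fusion protein; higher signal means inhibition of MDM2 E3 ligase activity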
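System: stable MDM2–luciferase fusion reporter cells / Input: 2000 cells seeded into each well / Schedule: 4 h settle plus 2 h compound, 37 °C / Compound: single-point 5 µM / Buffer or medium: cells held in DMEM / Benchmarks: control and blank well means / Evaluation: percent signal gain over controls, blank-subtracted / Measured by: luciferase luminescence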
TNF death inh = TNF-alpha cell death inhibition in Jurkat FADD-/- cells. Jurkat FADD-/- TNF necroptosis rescue, ATP luminescence, 24 h; 0 = TNF only, 100 = no-TNF cells. activation (protection from cell death), % at 10 µM. 220,000 tested, 0.068% active. AID 463075;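 active = activation, meaning protection from cell death, of at least 50% relative to plate controls; inactive = activation below 50%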;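 also: necroptosis triggered by 40 ng/mL TNF-alpha added together with compound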
m-calpain inh = blocks pig calpain II enzyme activity. inhibition, % at 16 µM. purified calpain II, fluorogenic peptide substrate, 30 min. 220,000 tested, 0.37% active;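 active = inhibition above about 50%, limit read from the data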
PERK inhibitor = blocks human PERK kinase. Q9NZJ5. AID 1416. CHO PERK-DD fusion, SEAP luminescence translation reporter. inhibition, % at 5.6 µM. 220,000 tested, 0.17% active;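 active = inhibition above the mean inhibition of all tested compounds plus 3 SD, set separately per screening campaign, cut at about 2.9% in these data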;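 also: PERK kinase domain activated by AP20187 dimerizer at 100 nM; 0% = DMSO with dimerizer and 100% = rapamycin at 8.4 µM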
Target sequence (Q9NZJ5 whole entry, looked up, the tested form may be a part): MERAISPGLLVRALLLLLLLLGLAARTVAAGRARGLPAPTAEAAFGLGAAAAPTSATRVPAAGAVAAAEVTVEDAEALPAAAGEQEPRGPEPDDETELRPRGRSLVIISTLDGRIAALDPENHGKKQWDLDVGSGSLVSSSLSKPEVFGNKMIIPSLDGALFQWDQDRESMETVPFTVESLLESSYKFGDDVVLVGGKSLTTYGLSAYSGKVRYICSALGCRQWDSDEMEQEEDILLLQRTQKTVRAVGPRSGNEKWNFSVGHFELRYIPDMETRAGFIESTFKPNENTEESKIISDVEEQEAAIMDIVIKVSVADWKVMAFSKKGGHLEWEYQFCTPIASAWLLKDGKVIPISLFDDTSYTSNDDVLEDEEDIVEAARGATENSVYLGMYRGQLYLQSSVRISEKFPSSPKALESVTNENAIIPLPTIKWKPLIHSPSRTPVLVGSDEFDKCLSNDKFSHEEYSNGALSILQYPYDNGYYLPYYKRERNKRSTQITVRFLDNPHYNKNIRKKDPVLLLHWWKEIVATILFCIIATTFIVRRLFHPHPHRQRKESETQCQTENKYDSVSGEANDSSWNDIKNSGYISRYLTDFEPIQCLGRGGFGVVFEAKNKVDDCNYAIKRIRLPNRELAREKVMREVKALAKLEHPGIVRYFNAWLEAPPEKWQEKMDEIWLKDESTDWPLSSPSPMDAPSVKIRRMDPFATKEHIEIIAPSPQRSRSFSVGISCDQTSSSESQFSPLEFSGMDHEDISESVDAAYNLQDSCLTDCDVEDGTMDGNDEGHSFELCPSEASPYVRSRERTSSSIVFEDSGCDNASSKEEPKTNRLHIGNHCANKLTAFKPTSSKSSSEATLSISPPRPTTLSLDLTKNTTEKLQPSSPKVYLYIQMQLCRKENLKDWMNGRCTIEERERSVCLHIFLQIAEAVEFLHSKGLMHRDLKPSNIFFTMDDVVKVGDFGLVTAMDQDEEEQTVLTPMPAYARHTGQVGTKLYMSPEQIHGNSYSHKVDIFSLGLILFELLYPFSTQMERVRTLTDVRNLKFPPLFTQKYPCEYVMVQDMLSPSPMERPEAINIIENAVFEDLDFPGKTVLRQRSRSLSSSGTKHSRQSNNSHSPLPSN
EBV gp42 block = inhibitors of Epstein-Barr virus glycoprotein 42; Q1HVG2; Fluorescence polarization binding assay, mP read-out; inhibition, % (tested at 21.74 µM); 220,000 tested, 0.42% active; AID 1085; in the data active = inhibition above about 50%
* = called active by the depositor; i = inactive; / = not tested or not shown; [ ] = another dose, or the depositor's remark.

SMILES	L929 necroptosis	eIF4E-4G inh	Cl transport mod	Rad51 HR inh	Mdm2 ligase inh	TNF death inh	m-calpain inh	PERK inhibitor	EBV gp42 block
N#Cc1ccc(Sc2nc3ccccc3[nH]2)cc1C#N	2.2	9.4	-3.67e-05	1.1	-27.7	-0.5	-3.7	-0.9	-4.1
CC(SCc1cn2cc(Cl)ccc2n1)C(=O)O (centres undefined)	0.0	5.7	1.18	-5.6	-3.6	-0.7	-15.4	1.5	1.9
Cc1ccc2nc(C)c(C)nc2c1N	-0.5	-1.6	/	6.2	-6.4	-0.2	6.6	0.7	6.9
Cc1ccc(S(=O)(=O)CCC(=O)OCn2nnc3ccccc3c2=O)cc1	1.2	0.0	-0.224	2.9	-5.9	-0.4	6.1	0.0	2.0
COC(=O)c1[nH]c2ccccc2c1NC(=O)CN1CCN(Cc2ccc3c(c2)OCO3)CC1	0.3	15.0	/	4.3	-10.9	-3.1	-62.8	-1.8	-19.3
CCN(CC)c1ccc(NC(=O)CN2CCN(CC(=O)Nc3ccc(F)cc3)CC2)cc1	0.8	1.4	0.366	3.2	-8.9	1.8	0.5	-0.5	1.9
CN(C)S(=O)(=O)c1ccc(C(=O)NCC(=O)N/N=C/c2ccccc2Cl)cc1	0.3	1.6	-0.0164	-0.4	-13.1	3.3	4.3	-0.2	-17.8
COc1ccc(Cl)cc1NC(=O)CN(C(=O)c1ccco1)C1CCCCC1	0.4	1.7	-0.682	4.0	-6.6	-1.6	0.2	-0.8	-4.5
c1cc2cn[nH]c2cc1NC1CCCCCC1	-0.3	-7.2	0.563	-4.2	-3.8	-0.5	-52.3	-0.2	-12.3
COc1ccccc1Cc1nc(-c2cccnc2)no1	0.1	-0.6	-0.19	-7.1	-6.6	-0.2	21.5	-0.9	0.8
CC(C)(C)NC(=O)CON=C1c2ccccc2-c2ccccc21	1.1	1.6	-0.542	10.9	7.7	2.7	9.5	0.4	-0.8
COc1ccc(C(=O)CN2CCN(S(=O)(=O)c3cccc([N+](=O)[O-])c3)CC2)cc1	4.7	-1.2	-0.797	1.3	-0.1	4.3	5.2	-0.1	-19.2
Cc1ccc(C(=O)Nc2cc(=O)n(C)c(=O)n2C)cc1C	-0.1	0.3	-0.592	1.5	-3.8	-0.2	-7.3	0.5	-12.2
Cc1ccc(C2SCC(=O)N2Cc2cn3ccsc3n2)o1 (centres undefined)	0.0	-0.7	/	-4.0	2.6	-2.3	12.9	1.3	-2.7
CCOC(=O)C1(Cc2ccc(Cl)cc2)CCN(CCCn2cccn2)CC1	-1.4	0.1	-0.93	8.4	5.5	4.9	-14.2	-0.1	-19.8
CC1(C(=O)O)Oc2cccnc2NC1=O (centres undefined)	-0.9	1.6	0.543	-1.1	-3.5	0.5	-20.4	-0.4	-6.5
Oc1ccc(CN2CCCCC2)nc1-c1ccccc1	0.7	10.4[fluorescence artefact?]	-0.514	-1.4	-1.4	-0.2	-115.7	0.4	2.4
Cc1ccc2cc(C=O)c(Cl)nc2c1	0.9	14.7	-1.07	-5.4	-3.5	-4.1	-9.5	1.5	-6.1
Cc1ccccc1CN1C(=O)CS/C1=N/N=C/c1ccco1	0.3	-5.1	-0.871	/	-6.1	-0.5	22.7	0.9	4.0
O=C(Nc1ccc(NC(=O)c2ccccc2)nc1)c1ccncc1	21.7	4.0	-0.845	17.5	5.5	2.7	-12.9	0.4	-10.0
Cc1cc(F)ccc1S(=O)(=O)N1CCCOC1CNC(=O)C(=O)NCCC1=CCCCC1 (centres undefined)	0.5	4.0	0.00255	-1.4	3.9	-0.6	1.5	1.3	-6.9
COc1ccc([N+](=O)[O-])cc1NC(=O)C(C)N(C)Cc1ccc(Br)cc1 (centres undefined)	1.3	-5.5	-0.524	6.3	-0.8	2.1	20.6	0.0	-8.7
O=C(Nc1ccc2oc(=O)ccc2c1)c1ccc(-c2ccc(Cl)cc2)o1	3.5	-6.0[fluorescence artefact?]	1.37	8.7	-11.4	0.2	45.9	1.4	13.4
N#Cc1cc(NCC2CCCO2)c([N+](=O)[O-])cc1C#N (centres undefined)	0.7	10.1	1.11	3.4	8.6	-0.4	-3.1	0.6	1.6
Cc1ccc(S(=O)(=O)c2cn(CC(=O)Nc3ccccc3)c3ccc(F)cc3c2=O)cc1	/	4.1	0.507	/	/	0.6	-8.5	0.5	3.0
CCCCCCc1cc2cc(-c3nnc(-c4ccccc4O)o3)c(=O)oc2cc1O	3.8	/	i	-6.1	-24.8	-11.9	-12.8	0.5	-100.7
COc1ccccc1C(=O)NNC(=S)Nc1ccccc1	-0.6	-0.7	4.96	-0.4	-9.2	-0.3	14.3	-1.2	-3.7
Cc1ccc(-c2csc3nc(C(C)C)oc(=O)c23)c(C)c1	0.7	-3.3	0.00472	3.6	-50.8	-2.0	23.4	0.0	-14.1
Cc1ccc(C2/C(=C(\O)c3c(C)nc4ccccn34)C(=O)C(=O)N2CCN(C)C)o1 (centres undefined)	0.9	2.8	1.27	7.0	2.3	2.6	-22.0	2.0	-2.8
Cc1cc(N)n(-c2nc(-c3cccnc3)nc3ccccc23)n1	5.0	-13.9	-1.09	0.3	-13.5	-9.8	18.7	0.5	7.9
COc1ccc(C2NC(=S)NC(C)=C2C(=O)Nc2ccccn2)cc1 (centres undefined)	19.1	-0.2	-0.00341	0.6	-9.6	-2.7	-15.1	0.0	-5.4
CCCCSc1nc2ccccc2[nH]1	17.2	-0.9	0.205	6.0	-3.9	2.6	-22.6	1.0	-5.4
Cc1ccc(Oc2nnc(-c3ccccc3)cc2C#N)cc1	-0.3	-7.8	/	8.5	-13.3	-2.0	20.7	-0.1	-8.4
O=C(CSc1nnc2c(Cl)cc(Cl)cn12)N1CCOCC1	-0.5	-4.8	-0.505	0.0	-14.7	-0.6	-33.3	1.5	-28.2
COc1ccccc1CC1S/C(=N/N=C/c2ccco2)NC1=O (centres undefined)	5.5	2.7	0.0795	0.4	-6.1	-1.5	-4.9	0.4	-15.8
Cc1cc(C)nc(NS(=O)(=O)c2ccc(NC(=O)NC3CCCCC3)cc2)n1	0.1	4.1[fluorescence artefact?]	0.558	/	-17.8	-1.9	-39.4	1.0	-14.0
CCCN(Cc1cc2ccc(C)cc2[nH]c1=O)C(=O)c1cccnc1	0.0	3.7	0.286	3.0	11.3	-1.8	-37.9	0.4	-14.8
C/C(=N\NC(=O)c1cc(-c2ccc(C)s2)[nH]n1)c1ccco1	2.9	4.3[fluorescence artefact?]	-1.58	3.9	-3.1	1.7	8.0	0.4	-8.3
COc1ccc2c(N)c(C(=O)NN)[nH]c2c1	1.4	2.6	-0.0033	-49.2	-4.4	-0.2	-30.3	1.4	-10.7
COc1ccc(N2CCN(C(=O)CCCSc3nc4ccccc4[nH]3)CC2)cc1	0.3	-2.2	-1.06	11.2	-15.9	-3.9	-0.1	-1.6	1.0
CCN(CC)C(=O)Oc1nnc(SC(C)C)n1-c1ccc(Cl)cc1	0.4	-2.5	-0.703	/	-1.2	2.4	4.4	1.1	-5.3
COc1ccc(NC(=O)C2CCN(S(=O)(=O)c3cccc4cccnc34)CC2)cc1	0.5	2.2	0.467	1.4	-8.8	0.4	10.4	-0.4	1.5
CCCOC(=O)C1=C(C)OC23OC(N)=C(C#N)C12C(=O)c1ccccc13 (centres undefined)	1.6	-0.5	0.59	-0.2	1.9	-6.0	-5.5	-0.8	-11.6
Cc1nc2ccc(NC3=NCCCCC3)cc2s1	0.0	4.5[fluorescence artefact?]	-0.511	-1.9	-4.4	-1.8	4.8	0.9	-24.5
CC(C)(C)c1ccc(C(=O)Nc2sc3c(c2C(=O)O)CCC3)cc1	-0.3	-3.4	0.669	13.0	-19.4	-4.5	13.9	0.3	-2.4
CCOC(=O)c1ccc(NC(=S)N2CCN(CCNC3=CC(=O)CC(C)(C)C3)CC2)cc1	0.4	-1.5	-0.909	10.4	-10.8	-1.4	25.6	-0.1	5.0
Cn1c(-c2ccccc2)cnc1SCC(=O)NCc1ccco1	-0.2	7.3	0.0224	-2.7	-9.0	-1.4	-2.9	0.7	-2.9
C#CCNC(=O)C1=C[C@@H](c2ccc(Br)cc2)C[C@@H](OCCCCO)O1	-0.2	1.5	-0.172	-3.6	/	0.5	-14.0	1.7	-14.6
O=C1CCCC1C(=O)Nc1ccc2ccccc2c1 (centres undefined)	1.5	-3.1	0.508	21.6	-9.1	6.6	-18.8	2.4	-13.4
Nc1c(C(=O)C2CC2)sc2nc(-c3cccs3)cc(C(F)(F)F)c12	-0.2	1.3[fluorescence artefact?]	i	i	-20.5	0.1	-333.7	0.9	-111.3
COc1ccc(OCc2nc3ccccc3n2C(C)C)cc1	1.5	0.5	-0.914	-2.8	16.0	3.2	6.5	-1.4	-3.6
COc1ccc(C(=O)/C(=C\c2sccc2C)c2nc3ccccc3o2)cc1	/	-2.1[fluorescence artefact?]	-0.512	/	-10.7	-0.6	15.8	-0.2	5.5
O=C(Cn1cnc2c(cnn2-c2ccccc2)c1=O)c1ccc(Cl)cc1	0.5	1.2	-0.0138	-7.8	-11.1	1.0	-4.3	1.1	-32.1
CCOC(=O)c1ccc(NC(=O)C2CCN(C(=O)c3ccc(OC)c(OC)c3)CC2)cc1	-0.4	3.9	0.217	8.3	-10.4	-4.5	-21.5	-1.1	-8.9
COc1cc(SC)ccc1C(=O)N(Cc1ccccc1)c1ccccn1	-0.6	-0.5	-0.712	13.9	-11.0	1.0	13.8	-0.5	-9.1
CCOc1cccc(C(=O)NC(=S)Nc2ccc3c(c2)OCCO3)c1	-0.3	-0.8	7.37*	5.4	-7.2	-0.4	12.3	-0.5	7.8
CN1CCN(C(=O)CC23CC4CC(CC(C4)C2)C3)CC1	-0.1	3.1	0.397	-4.0	0.9	-0.8	-18.8	0.4	2.8
COc1ccc(Cl)cc1S(=O)(=O)NCc1cccnc1	0.7	2.1[fluorescence artefact?]	0.321	-0.6	-8.7	2.1	-8.4	0.4	-22.9
Cc1n[nH]c(=O)nc1N1CCc2ccccc2C1	-0.8	1.3[fluorescence artefact?]	-0.0627	-0.1	-13.2	-1.1	5.5	0.8	2.4
CC1=NN(/C(=N\c2nnc(C)s2)Nc2ccc(C)cc2)[C@H](c2ccc(C)cc2)S1	-0.5	4.7	-1.79	-6.8	4.5	-3.1	-12.1	-0.3	-1.7
